FN deposit inh: fibronectin deposition inhibition | AH1F fibroblasts, Alexa488-fibronectin deposition fluorescence, overnight | inhibition, % at 12.6 µM | actives 0.086% (n = 350,000) | AID 743247;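 active means mean inhibition across replicates of 30% or more, regardless of how many single replicates reach that level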;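 further: positive control wells lacked labelled fibronectin entirely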
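material = AH1F fibroblast monolayer depositing Alexa488-labelled fibronectin into matrix | amount = 10000 AH1F cells/well | buffer or medium = DMEM plus 2% serum, read in PBS | incubation = 1 h cell adhesion before compound, then overnight fibronectin incubation | detection = fluorescence at 485 nm excitation, 525 nm emission | evaluation = percent inhibition as loss of matrix-bound fibronectin fluorescence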
EWS-Fli inh: EWS/Fli transcriptional activity inhibition; actives 0.67% (n = 350,000); A673 NR0B1-luciferase reporter, viability-normalised; inhibition, % at 12.6 µM;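 active means mean inhibition of at least 50% after viability correction, with every replicate also passing that limit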;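 further: firefly luciferase signal divided by Alamar Blue viability fluorescence both relative to DMSO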
PAX8 reporter: lowers PAX8-driven luciferase in RMG-I cells; actives 1.2% (n = 360,000); inhibition, % at 12.6 µM; RMG-I TPO-luciferase reporter, SteadyGlo, 24 h;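 active means mean replicate inhibition at least 60% with every replicate also reaching 60%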;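 further: luciferase light reporting Pax8 driven TPO promoter activity; plate controls were median of neutral control wells for no effect and mitoxantrone controls for full effect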
LGR2 antag: Drosophila LGR2 receptor signaling inhibition. HEK293 LGR2, CRE-luciferase, bursicon-stimulated, 4 h. inhibition, % at 9.99 µM. actives 0.35% (n = 380,000);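 active means drop in luminescence signal, shown as inhibition above about 50% in the replicate tests, limit read from the data, passing the limit was not always enough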;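 further: agonist challenge used bursicon conditioned medium at about half maximal strength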
PGC1a acetyl inh: modulators of PGC1a acetylation. actives 0.17% (n = 350,000). U2OS PGC1a acetylation, AlphaScreen anti-acetyl-lysine; with virally co-expressed GCN5 acetyltransferase. inhibition, % at 15.6 µM;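 active means every replicate shows inhibition of at least 40%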;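 further: 0% = neutral control wells and 100% = positive control wells; some results beyond the cut were filed as inactive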
S100A4 MyoIIA: inhibitors of human S100A4 binding to myosin IIA peptide; S100A4/TAMRA-MyoIIA peptide fluorescence polarization; AID 652163; inhibition, % at 10.7 µM; P26447; actives 0.14% (n = 360,000);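 active means mean inhibition of at least 70% across replicates, with every replicate also reaching that level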
Target sequence (P26447 whole entry, looked up): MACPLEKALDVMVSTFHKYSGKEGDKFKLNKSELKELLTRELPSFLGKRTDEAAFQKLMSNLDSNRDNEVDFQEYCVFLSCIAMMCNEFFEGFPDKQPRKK
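Material: S100A4 monomer (human). Medium: Calcium-containing HEPES buffer, pH 7.2. Probe or stimulus: labelled myosin peptide probe, 5 nM. Compound dosing: one concentration per compound. Timing: polarization read 5 min after assay mix addition, stable 5–60 min. Benchmarks: DMSO as neutral control, TFP as positive control.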
PglD inh: blocks C. jejuni PglD acetyltransferase activity | purified PglD enzyme, DTNB colorimetric CoA detection | inhibition, % at 12.5 µM | actives 0.098% (n = 360,000) | AID 602405; in the data active means inhibition above about 16%, passing the limit was not always enough; further: strong numbers were not always called active
ERAP1 inh: inhibitors of human ERAP1 aminopeptidase; actives 0.15% (n = 340,000); Q9NZ08; recombinant ERAP1, Leu-AMC fluorescence, 60 min; inhibition, % at 10.7 µM;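 active means mean replicate inhibition of at least 30%, or all replicates individually reaching that 30% level; inactive means mean below 30% and not every replicate reaching it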;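 further: 0% = neutral control wells and 100% = L-leucinethiol positive control wells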
Target sequence (Q9NZ08 whole entry, looked up): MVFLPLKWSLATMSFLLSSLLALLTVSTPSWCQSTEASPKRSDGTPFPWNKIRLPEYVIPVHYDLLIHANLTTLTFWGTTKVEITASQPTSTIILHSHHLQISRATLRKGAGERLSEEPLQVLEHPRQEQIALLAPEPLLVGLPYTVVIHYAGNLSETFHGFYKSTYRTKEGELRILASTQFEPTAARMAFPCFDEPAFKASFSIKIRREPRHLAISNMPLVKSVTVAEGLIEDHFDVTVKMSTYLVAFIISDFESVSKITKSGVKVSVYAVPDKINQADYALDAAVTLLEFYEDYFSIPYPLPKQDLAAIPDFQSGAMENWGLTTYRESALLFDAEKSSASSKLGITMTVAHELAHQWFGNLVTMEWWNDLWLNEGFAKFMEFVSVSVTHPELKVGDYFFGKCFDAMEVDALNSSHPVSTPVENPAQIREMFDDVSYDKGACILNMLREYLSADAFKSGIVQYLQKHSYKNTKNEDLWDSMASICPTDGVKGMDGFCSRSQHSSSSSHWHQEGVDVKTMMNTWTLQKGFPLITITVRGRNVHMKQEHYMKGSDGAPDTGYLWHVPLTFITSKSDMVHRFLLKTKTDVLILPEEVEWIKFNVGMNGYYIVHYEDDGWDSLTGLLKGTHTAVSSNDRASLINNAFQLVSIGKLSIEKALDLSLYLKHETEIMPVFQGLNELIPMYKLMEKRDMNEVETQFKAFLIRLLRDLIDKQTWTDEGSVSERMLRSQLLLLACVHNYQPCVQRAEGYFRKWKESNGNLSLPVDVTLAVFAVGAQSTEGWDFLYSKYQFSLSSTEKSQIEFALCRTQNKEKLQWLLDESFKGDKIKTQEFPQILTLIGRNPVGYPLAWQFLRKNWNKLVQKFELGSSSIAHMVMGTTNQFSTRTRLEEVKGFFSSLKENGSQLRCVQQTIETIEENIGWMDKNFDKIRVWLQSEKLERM
* hit, by the source's call; . = no result given; & = joins results of further samples.

compound	PGC1a acetyl inh	FN deposit inh	ERAP1 inh	LGR2 antag	PAX8 reporter	PglD inh	EWS-Fli inh	S100A4 MyoIIA
CO[C@@H]1CN(C)C(=O)c2ccc(NC(=O)Nc3ccccc3Cl)cc2OC[C@H](C)NC[C@@H]1C	1.1	2.8	1.8	-16.1	.	-1.7	2.1	1.5
O=C(CCCN1C(=O)/C(=C\c2ccccc2)SC1=S)Nc1ccccc1O	9.1	-4.6	.	2.6	18.0	.	43.9	15.8
CC(C)(C)OC(=O)N/N=C\c1ccc(OC(=O)c2cccs2)cc1	0.2	3.4	.	-25.7	-48.6	-0.7	.	.
CCN(CC)S(=O)(=O)c1cccc(-c2nnc(SCC(=O)NC3CCCCCCC3)n2N)c1	-13.4	-8.0	.	.	15.4	-0.8	.	.
CCCNC(=O)[C@@H]1[C@@H](CO)[C@@H]2Cn3c(ccc(-c4ccc(F)cc4)c3=O)[C@H]1N2C(=O)NC(C)C	.	.	4.9	-1.9	.	4.0	7.9	-2.8
Cc1nc2ccc([N+](=O)[O-])cc2c(=O)n1Cc1ccc(F)cc1	9.6	-1.9	-3.6	4.2	3.3	5.4	9.7	2.1
CNC(=O)C[C@H]1CC[C@H]2[C@@H](COc3ccc(NC(=O)Nc4ccc(F)c(F)c4)cc3C(=O)N2C)O1	8.2	-3.8	-0.3	2.1	-4.5	0.7	2.0	3.3
Cc1ccc(O)c(C(=O)c2cnc(/N=C(\N)N(C)C)nc2)c1	.	-2.4	-3.4	-4.2	14.9	-3.6	-5.4	-3.5
Cc1noc(C)c1NC(=O)N(C)C[C@@H]1Oc2c(NS(C)(=O)=O)cccc2C(=O)N([C@H](C)CO)C[C@@H]1C	6.7	.	-2.1	1.1	.	0.3	1.4	7.8
CCN(C[C@@H]1N[C@@H](CO)[C@@H]1c1ccccc1)C(=O)c1ccncc1	2.4	-19.2	1.2	4.2	-9.0	13.2	-7.8	3.2
C[C@@H]1CCCCO[C@H](CN(C)Cc2ccc(C(=O)O)cc2)[C@@H](C)CN([C@@H](C)CO)C(=O)c2cc(NC(=O)Nc3cccc4ccccc34)ccc2O1	12.4	.	-3.4	-3.1	-3.9	5.6	3.6	-30.7
COc1cc(OC)cc(C(=O)NC(C(=O)NCCN(C)C)C23CC4CC(CC(C4)C2)C3)c1 (centres undefined)	-3.1	5.2	.	.	-16.5	-0.8	.	.
O=C(Nc1ccccc1N1CCOCC1)C1(c2ccc(Cl)cc2)CCC1	40.7*	-2.4	-1.8	14.4	16.2	.	5.0	-4.9
Cc1ccccc1NC(=O)CN1C(=O)COc2ccc(S(=O)(=O)N3CCCC3)cc21	.	7.4	4.3	-4.5	-14.1	7.6	1.0	11.7
NC(=O)c1ccc(NC(=O)CNC(=O)c2sc3ccccc3c2Cl)cc1	8.3	-15.5	-3.5	6.9	-6.1	-4.0	-0.1	-3.8
CC(=O)NC(Cc1ccc(F)cc1)C(=O)NC1CCN(C(=O)Nc2cccc(C)c2)CC1 (centres undefined)	-0.4	7.8	0.4	8.8	-9.7	-3.0	-5.8	9.0
C=CCC(=O)NC1CCCc2c1cnn2-c1cc(F)cc(F)c1 (centres undefined)	14.1	-4.8	1.5	9.2	11.3	-7.2	-3.8	5.8
C[C@@H]1CN([C@H](C)CO)C(=O)Cc2cc(NS(=O)(=O)c3cccs3)ccc2O[C@H]1CN(C)C	0.4	.	-1.9	-1.0	-14.5	0.1	-7.1	-1.5
Cc1noc(C)c1NC(=O)N(C)C[C@@H]1Oc2ccc(NC(=O)Nc3ccc4c(c3)OCO4)cc2C(=O)N([C@H](C)CO)C[C@H]1C	-6.3	.	1.5	4.8	.	-1.0	-4.5	-6.1
O=C(NCC(=O)N(c1cccnc1)C(C(=O)NC1CCCC1)c1ccc(F)cc1)c1ccco1 (centres undefined)	.	6.9	1.9	12.1	-14.7	.	-35.4	-12.3
O=C(N[C@@H]1CC[C@@H](CCn2cc(C3(O)CCCC3)nn2)O[C@@H]1CO)C1CCCCC1	5.4	.	-3.5	18.3	-2.0	0.4	1.3	-1.0
NC(CCc1ccccc1)c1csc(Nc2ccc(C(=O)c3ccccc3)cc2)n1 (centres undefined)	6.4	3.3	-1.9	19.4	-15.2	-1.4	17.9	11.6
O=C(C1=C[C@H](c2ccc(Br)cc2)C[C@H](OCc2ccc(CO)cc2)O1)N1CCOCC1	-1.8	-11.0	0.0&2.5	17.4	6.9&17.6	-1.8	13.7&8.6	-2.9&11.8
C/C=C/c1cnc2c(c1)C(=O)N([C@@H](C)CO)C[C@@H](C)[C@H](CN(C)S(=O)(=O)c1ccccc1F)O2	-0.8	.	-1.8	15.5	2.0	0.4	-13.4	12.7
COCCNC(=O)C[C@@H]1CC[C@H]2[C@H](COc3ccc(NC(=O)C4CCOCC4)cc3C(=O)N2C)O1	3.5	.	1.3	-7.0	-4.0	1.4	-6.3	0.3
O=C(NNC(=O)C12CC3CC(CC(C3)C1)C2)c1ccco1	-3.4	-2.0	-1.0	21.5	5.1	.	-5.0	11.0
CCOc1ccc(NS(=O)(=O)c2ccc(C(=O)N(CC)CC(=O)NCc3cccs3)cc2)cc1	4.5	.	-4.2	-5.3	15.0	-2.5	.	4.3
CO[C@H]1CN(C)C(=O)c2cc(NC(=O)Nc3cccc(F)c3)ccc2OC[C@H](C)NC[C@H]1C	-6.2	8.4	-1.5	7.8	.	3.8	-4.8	-2.2
COc1cccc(NC(=S)NN=C2CCCCCC2)c1	7.6	-2.9	5.9	.	-113.1	.	-85.0	0.1
CC(=O)Nc1ccc2c(c1)C(=O)N(C)[C@H]1CC[C@H](CC(=O)NCc3ccc(Cl)cc3)O[C@H]1CO2	1.0	-9.8	1.8	3.2	-3.7	-35.0	2.7	8.7

At a glance, part of the list above:
compound	PGC1a acetyl inh	FN deposit inh	ERAP1 inh	LGR2 antag	PAX8 reporter	PglD inh	EWS-Fli inh	S100A4 MyoIIA
NC(=O)c1ccc(NC(=O)CNC(=O)c2sc3ccccc3c2Cl)cc1	8.3	-15.5	-3.5	6.9	-6.1	-4.0	-0.1	-3.8
CC(=O)NC(Cc1ccc(F)cc1)C(=O)NC1CCN(C(=O)Nc2cccc(C)c2)CC1 (centres undefined)	-0.4	7.8	0.4	8.8	-9.7	-3.0	-5.8	9.0
C=CCC(=O)NC1CCCc2c1cnn2-c1cc(F)cc(F)c1 (centres undefined)	14.1	-4.8	1.5	9.2	11.3	-7.2	-3.8	5.8
C[C@@H]1CN([C@H](C)CO)C(=O)Cc2cc(NS(=O)(=O)c3cccs3)ccc2O[C@H]1CN(C)C	0.4	.	-1.9	-1.0	-14.5	0.1	-7.1	-1.5
Cc1noc(C)c1NC(=O)N(C)C[C@@H]1Oc2ccc(NC(=O)Nc3ccc4c(c3)OCO4)cc2C(=O)N([C@H](C)CO)C[C@H]1C	-6.3	.	1.5	4.8	.	-1.0	-4.5	-6.1
O=C(NCC(=O)N(c1cccnc1)C(C(=O)NC1CCCC1)c1ccc(F)cc1)c1ccco1 (centres undefined)	.	6.9	1.9	12.1	-14.7	.	-35.4	-12.3
O=C(N[C@@H]1CC[C@@H](CCn2cc(C3(O)CCCC3)nn2)O[C@@H]1CO)C1CCCCC1	5.4	.	-3.5	18.3	-2.0	0.4	1.3	-1.0
NC(CCc1ccccc1)c1csc(Nc2ccc(C(=O)c3ccccc3)cc2)n1 (centres undefined)	6.4	3.3	-1.9	19.4	-15.2	-1.4	17.9	11.6
O=C(C1=C[C@H](c2ccc(Br)cc2)C[C@H](OCc2ccc(CO)cc2)O1)N1CCOCC1	-1.8	-11.0	0.0&2.5	17.4	6.9&17.6	-1.8	13.7&8.6	-2.9&11.8
C/C=C/c1cnc2c(c1)C(=O)N([C@@H](C)CO)C[C@@H](C)[C@H](CN(C)S(=O)(=O)c1ccccc1F)O2	-0.8	.	-1.8	15.5	2.0	0.4	-13.4	12.7
COCCNC(=O)C[C@@H]1CC[C@H]2[C@H](COc3ccc(NC(=O)C4CCOCC4)cc3C(=O)N2C)O1	3.5	.	1.3	-7.0	-4.0	1.4	-6.3	0.3
O=C(NNC(=O)C12CC3CC(CC(C3)C1)C2)c1ccco1	-3.4	-2.0	-1.0	21.5	5.1	.	-5.0	11.0
CCOc1ccc(NS(=O)(=O)c2ccc(C(=O)N(CC)CC(=O)NCc3cccs3)cc2)cc1	4.5	.	-4.2	-5.3	15.0	-2.5	.	4.3

(further entries)
compound	PGC1a acetyl inh	FN deposit inh	ERAP1 inh	LGR2 antag	PAX8 reporter	PglD inh	EWS-Fli inh	S100A4 MyoIIA
CC[C@@H]1CCCCc2ccccc2[C@H](C(=O)C[C@@H](O)CC(C)=O)OC1=O	6.8	0.8	-3.5	-2.2	12.9	-2.6	3.8	4.9
CCOC(=O)C1=C(COC(=O)C(C)(C)Oc2ccc(Cl)cc2)NC(=O)NC1C (centres undefined)	-21.5	2.2	-0.9	15.3	-2.4	-2.6	-3.7	-0.8
CCOc1ccc(C(=O)NCC(=O)NCCCSc2ccccc2)cc1OCC	.	5.5	-0.6	1.4	6.9	6.8	.	-2.2
COc1cccc(NC(=O)CN(C)C(=O)c2cccc(NS(=O)(=O)c3ccccc3)c2)c1	3.7	.	-0.6	2.9	5.4	-0.6	-0.9	-1.6
COc1ccc(C(=O)N2CCN(C)C(=O)[C@@H]2C)cc1OC1CCN(C(C)=O)CC1	1.4	-10.2	1.0	13.7	0.9	-4.5	14.3	-8.1
C[C@@H]1CN([C@H](C)CO)C(=O)c2cc(-c3cccc(F)c3)cnc2O[C@H]1CN(C)C(=O)Nc1cc(F)ccc1F	-5.6	1.2	0.5	10.9	.	0.1	-13.9	-4.2
CC(C)CNC(=O)C1CCN(c2ccc(S(=O)(=O)N3CCOCC3)cc2Cl)CC1	-14.5	-2.6	.	-3.9	.	2.8	.	.
Fc1ccc(NC(=S)Nc2cccnc2)c(Cl)c1	1.2	-4.9	1.2	-2.5	-3.5	.	14.1	-1.8
COc1ccc(Br)c(C(=O)N2CCN(S(=O)(=O)c3cccs3)CC2)c1	.	-5.8	-1.8	14.3	34.8	.	4.0	-18.7
COc1ccc(S(=O)(=O)N(C)C[C@@H]2Oc3ccc(NC(=O)Nc4ccccc4)cc3C(=O)N([C@H](C)CO)C[C@@H]2C)cc1	-12.7	.	0.8	18.3	.	-9.2	10.3	-5.2
CN(C)c1nc(NCc2ccccc2)nc(SCC(=O)Nc2ccccc2)n1	3.5	.	-3.8	-12.2	.	-1.2	5.6	3.9
CCCn1nnc(NC(=O)c2ccc(-c3cc(Cl)ccc3Cl)o2)n1	.	12.1	-3.0	-10.5	-0.5	.	-5.8	0.9
CC(C)C#Cc1cnc2c(c1)C(=O)N([C@H](C)CO)C[C@H](C)[C@@H](CN(C)C(=O)Nc1cc(F)ccc1F)O2	-9.1	.	1.0	-10.5	.	0.4	7.4	3.5
CCCCCCN(C(=O)CCCCCN1C(=O)NC(c2cccc([N+](=O)[O-])c2)C(C(=O)OCc2ccccc2)=C1C)C(C(=O)NCCCC)c1ccc(OCC(=O)OC)c(C(=O)OC)c1 (centres undefined)	.	-8.5	-1.6	-12.7	49.0	.	69.4*	6.0
O=C(NCc1cccnc1)c1cc(C2CCCCN2C(=O)c2ccc3c(c2)CCO3)on1 (centres undefined)	4.2	-3.1	-1.3	1.8	-5.1	-0.3	-5.1	-8.1
